TDP1 cell CPT: DT40-hTDP1 cell growth loss with CPT; chicken DT40 Tdp1-/-;hTDP1 cells + 20 nM CPT, ATP luminescence, 48 h; 420,000 tested, 12% active; Potency, µM (top dose mostly 46.2 µM), inactives show at the top dose activity change, negative = growth inhibition, actives largely listed as inhibitors; AID 686979; also: nearly all actives have a fitted effect of over 55% in size
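Chicken DT40 Tdp1-/- cells stably complemented with human TDP1 were seeded at 400 cells/well in medium containing 20 nM camptothecin, exposed to pin-transferred compounds, and grown at 37 °C for at least 48 hr. Viability was read as ATP luminescence.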
TDP1 cell noCPT: qHTS for Inhibitors of human tyrosyl-DNA phosphodiesterase 1 (TDP1): qHTS in cells in absence of CPT; Potency, µM (series often up to 46.2 µM), for inactives: at the top dose activity change, negative = growth inhibition, actives largely listed as inhibitors; 420,000 tested, 15% active; AID 686978, 2013; DT40 Tdp1-/- hTDP1 cells, no CPT, ATP luminescence, 48 h; also: nearly all actives have a fitted effect of over 55% in size
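Chicken DT40 Tdp1-/- cells stably complemented with human TDP1 were seeded at 400 cells/well with DMSO in place of 20 nM camptothecin. After compound pinning, cells grew at least 48 hr at 37 °C; viability read by CellTiter-Glo luminescence.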
GCN5L2 inh: inhibitors of human GCN5L2 histone acetyltransferase; Potency, µM (highest dose often 58.9 µM), inactives show top-dose activity change, negative = inhibition, hits mostly inhibitors; GCN5L2 HAT assay, ThioGlo1 CoA-SH fluorescence; Q92830; 390,000 tested, 0.21% active
Target sequence (Q92830 whole entry, looked up): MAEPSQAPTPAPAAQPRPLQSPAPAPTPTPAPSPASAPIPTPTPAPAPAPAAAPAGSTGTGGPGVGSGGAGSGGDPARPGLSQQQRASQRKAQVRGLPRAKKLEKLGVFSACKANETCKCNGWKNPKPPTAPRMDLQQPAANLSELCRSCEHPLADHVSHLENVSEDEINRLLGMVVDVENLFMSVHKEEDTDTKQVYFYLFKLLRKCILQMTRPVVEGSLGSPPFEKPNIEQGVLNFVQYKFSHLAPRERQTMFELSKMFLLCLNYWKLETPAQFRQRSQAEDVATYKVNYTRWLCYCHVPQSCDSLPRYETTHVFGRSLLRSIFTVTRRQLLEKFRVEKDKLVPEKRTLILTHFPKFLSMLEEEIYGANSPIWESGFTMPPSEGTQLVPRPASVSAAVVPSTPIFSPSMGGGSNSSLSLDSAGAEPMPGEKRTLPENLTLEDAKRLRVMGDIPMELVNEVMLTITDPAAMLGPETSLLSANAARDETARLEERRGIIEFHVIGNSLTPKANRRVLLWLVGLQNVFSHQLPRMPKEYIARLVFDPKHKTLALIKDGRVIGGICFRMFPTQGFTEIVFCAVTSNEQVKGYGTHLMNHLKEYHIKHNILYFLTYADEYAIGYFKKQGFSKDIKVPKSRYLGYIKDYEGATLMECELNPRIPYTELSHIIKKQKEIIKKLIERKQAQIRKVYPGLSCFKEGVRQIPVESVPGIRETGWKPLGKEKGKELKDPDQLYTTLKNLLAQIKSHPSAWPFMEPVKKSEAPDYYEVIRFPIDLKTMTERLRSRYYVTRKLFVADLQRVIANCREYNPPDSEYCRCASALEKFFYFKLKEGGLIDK
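Titration-based screen in which CoA formation is detected via maleimide probe ThioGlo1 (50uM) turning fluorescent on thiol reaction; substrates H3(1-25) 75uM and acetyl-CoA 70uM, GCN5L2 20nM, 20 min incubation at room temperature.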
The depositor's hits bear a star; ? = inconclusive; / = no result given; [ ] = remark or other dose. Calls follow the shape of the dose curve; as a rule, active = well fitted curve in the direction sought with a large enough effect; inconclusive = small, poorly fitted or top-dose-only effect, or another doubt; inactive = no such curve, though single readings can be large; an effect the other way counts as inactive or inconclusive. % is scaled to controls: 0 for no effect and ±100 for the full control effect; potency is read from the fitted curve at half-maximal effect. The order is random; overall some 18% were active at least once.

SMILES | TDP1 cell CPT | TDP1 cell noCPT | GCN5L2 inh
CC1(c2ccc(OC(F)F)cc2)NC(=O)N(CC(=O)NCCC2=CCCCC2)C1=O (stereo unspecified) | -26.3% | 4.5% | -3.1%
COc1cc(NC(=S)NC(=O)c2ccccc2C)ccc1NC(=O)c1cccs1 | ? | ? | -13.1%
Cc1ccc(S(=O)(=O)N(C)CCCC(=O)Nc2ccccn2)cc1 | -2.9% | 10.3% | /
CCOC(=O)c1ccc(NC(=S)N(Cc2cccnc2)Cc2ccco2)cc1 | -2.8% | ? | -9.4%
CC12CCC(=O)N1C(C(=O)NNC(=O)c1cccc(Cl)c1)CS2 (stereo unspecified) | 4.9% | -1.3% | -21.6%
Cn1cc(S(=O)(=O)N2CCN(c3ccccc3)CC2)c(=O)n(C)c1=O | -14.3% | -3.9% | -3.1%
COc1cc2ccccc2cc1C(=O)N1CCN(c2nc3c(F)cc(F)cc3s2)CC1 | 20.6µM* | 8.2µM* | -19.9%
O=C(NNc1cccc(Cl)n1)Nc1ccccc1Cl | -13.6% | ? | -2.2%
c1ccc(Cn2nnc3c(NCc4ccc5c(c4)OCO5)nc(C4CC4)nc32)cc1 | -23.0% | -17.3% | -1.1%
O=C(Cc1ccccc1)NCC(=O)N1CCC1 | 23.3% | -3.3% | -1.8%
CCOCCn1ccc2c(OCC(=O)NCc3ccc(F)cc3)cccc2c1=O | -22.0% | -27.0% | -11.2%
COc1ccccc1CC(=O)N1CCN(c2ccccc2)CC1 | -6.8% | 2.6% | -5.3%
CN(C)C(=O)c1cc(C(=O)c2ccccc2F)c[nH]1 | 3.2% | -4.0% | -4.1%
COc1ccc(Cl)cc1N1C(=O)C2CCCN2C1c1cccc(F)c1 (stereo unspecified) | -7.7% | -17.3% | -4.6%
OC1(c2cccnc2)CCN(Cc2ccc3c(c2)CN(Cc2cccc4nccnc24)CCO3)CC1 | -2.8%[9.04 µM] | -29.1% | /

Quoted at random: 2 compounds from above
SMILES | TDP1 cell CPT | TDP1 cell noCPT | GCN5L2 inh
c1ccc(Cn2nnc3c(NCc4ccc5c(c4)OCO5)nc(C4CC4)nc32)cc1 | -23.0% | -17.3% | -1.1%
Cn1cc(S(=O)(=O)N2CCN(c3ccccc3)CC2)c(=O)n(C)c1=O | -14.3% | -3.9% | -3.1%

(list continues)
SMILES | TDP1 cell CPT | TDP1 cell noCPT | GCN5L2 inh
CCN(CC)c1nc(C=Cc2ccc(N(C)C)cc2)c2nccnc2n1 | 23.1µM* | 20.6µM* | /
COc1cc2cc(C(=O)N3CCc4ccccc4C3)[nH]c2cc1OC | -4.3% | 3.5% | 4.2%
CC(C)C(O)(CC#CCN1CCCC1)c1ccccc1 (stereo unspecified) | -21.5% | 20.4% | -10.5%
CN(C)C(CNC(=O)CSC(=S)N1CCCC1)c1ccccc1 (stereo unspecified) | -2.9% | -4.6% | -3.2%
CC[C@]12c3[nH]c4ccccc4c3CCN1C(=O)C(CC(=O)NCc1ccco1)C[C@@H]2C(=O)N1CCN(C(=O)C2CC2)CC1 (stereo partly specified) | -4.2% | -4.0% | -6.3%
C=CCc1cccc(CNc2c(C)n(C)n(-c3ccccc3)c2=O)c1O | ? | -28.3% | -22.6%
CC1=CC(C)(C)n2c(O)c(N=N)c3c(C)c(C)cc1c32 | -15.5% | ? | -9.4%
Cc1ccc(C(=O)NNC(=O)c2ccc3ccccc3c2)cc1 | -4.3% | ? | /
Cc1ccc(CS(=O)Cc2ccc(C(=O)N3CCN(c4ccccn4)CC3)o2)cc1 (stereo unspecified) | 20.6µM* | ? | -1.2%
Oc1cccc2ccc(N3CCOCC3)nc12 | -0.9% | 4.1% | -1.0%
CCCCc1ccc(NC(=S)NCc2cccs2)cc1 | -17.4% | -13.9% | -20.4%
CC(C)N(Cc1nccn1C)C(=O)c1cc(COc2ccc(F)cc2Cl)on1 | 14.6µM* | ? | -4.3%
CCOc1ccc(C(=O)/C=C/c2cc(OC)c(OC)c(OC)c2)cc1 | 10.3µM* | 8.2µM* | -5.8%
CC(=O)Nc1ccc(NC(=O)C(C)OC(=O)CNS(=O)(=O)c2ccc(Br)cc2Cl)cc1 (stereo unspecified) | -12.6% | 23.1µM* | -3.3%
CCC(C)Nc1nc(-c2c[nH]c3ccccc23)cs1 (stereo unspecified) | -27.5% | ? | -5.9%
O=C(c1cc(C(F)(F)F)cc(C(F)(F)F)c1)N1CCC2(CC1)CN(c1ccccc1)C2 | ? | 13µM* | -11.0%
Cc1ccccc1Nc1nnc(SCc2cc(=O)n3ccsc3n2)s1 | ? | 16.4µM* | ?
CCOC(=O)[C@]12CCCC=C1N(Cc1ccccc1)C(=O)[C@H](CC(=O)NCCc1ccccc1OC)C2 | ? | 13µM* | /
CCCCn1c(CN2CCN(c3ccc(OC)cc3)CC2)nc2c1c(=O)[nH]c(=O)n2C | ? | ? | 3.0%
CCNS(=O)(=O)c1ccc(C(=O)OCc2cc(=O)oc3cc(OC)ccc23)cc1 | -15.3% | -16.6% | -16.0%
COc1ccc(C(=O)CSc2n[nH]c(N)n2)cc1 | -19.9% | -16.0% | 1.0%
C#CCOCCOCCOCCNc1nc(N2CCN(C(=O)[C@H](CCCCN)n3cc(CN)nn3)CC2)nc(N2CCN(C(=O)[C@H](CCCCN)n3cc([C@@H](N)CC(N)=O)nn3)CC2)n1 | -0.2% | -2.2% | /
COc1ccc(S(=O)(=O)N2CCC(C(=O)NCc3ccccc3)CC2)cc1OC | 3.8% | 2.8% | -4.3%
Cc1ccc(CNC(=O)CCNC(=O)c2ccco2)cc1 | 0.8% | 5.0% | -20.4%
Cc1ccc(N(CC(=O)Nc2ccc(C)cc2C)S(=O)(=O)N2CCCC2)cc1 | -26.5% | ? | 0.0%
COc1cccc(C(=O)COC(=O)c2cccs2)c1 | -1.6% | -8.2% | -6.7%
Cn1c(Oc2ccc(Cl)cc2)c(C=O)c2ccccc21 | ? | 25.9µM* | -1.9%
Cc1c(C(=O)Nc2cccnc2Cl)oc2ccccc12 | -4.5% | -4.0% | 0.0%
CC(=O)Oc1ccccc1/C=C1\CCOC1=O | 0.1% | -10.3% | -5.5%
COc1ccc(C(C)=O)cc1COC(=O)CNC(=O)c1cc(C)cc(C)c1 | -0.4% | 13.8% | -1.6%
O=C(N/N=C/c1cc2c(cc1Cl)OCO2)c1cc(-c2ccccc2)n[nH]1 | ? | ? | 3.0%
CC(NC(=O)CN1CCN(CC(=O)Nc2ccccc2Cl)CC1)c1ccc(Br)cc1 (stereo unspecified) | ? | ? | -0.1%
Cc1c(NC(=O)CN2C(=O)C(=O)N(Cc3ccccc3)C2=O)c(=O)n(-c2ccccc2)n1C | -2.9% | 7.0% | -2.6%
Cc1c([N+](=O)[O-])c2ccc(O)cc2n1-c1ccccc1 | ? | ? | -20.9%
CC(=N\O)/C(CN(C)C)=N/O | -4.2% | -8.1% | /
Cc1ccc(-c2nc3ncccc3o2)cc1NC(=O)c1ccccc1 | -3.3% | -22.2% | -2.3%
COc1cc(C(=O)NC(c2ccccc2)c2ccccc2)cc(OC)c1C | -21.5% | ? | -0.2%
CC(=O)Nc1cccc(-c2ccnc3c2CC(C)(C(=O)Nc2cccc(C(F)(F)F)c2)O3)c1 (stereo unspecified) | 13µM* | 16.4µM* | /
CCc1c(O)nc(N2CCN(Cc3ccccc3)CC2)[nH]c1=O | -4.8% | -9.9% | 45.3%[activator]
Cc1nc(N2CCOCC2)nc(OCCN(C)C)c1[N+](=O)[O-] | -9.1% | -15.6% | -4.6%
CN(C)S(=O)(=O)N(CC(=O)N1CCN(c2ccccc2F)CC1)c1ccccc1 | -0.5% | ? | -12.0%
Cc1cccn2c(=O)cc(CSc3nnc(NC(=O)COc4ccccc4)s3)nc12 | 4.3% | -12.8% | ?
CC[C@]1(c2ccccc2OC)C(=O)N(C(=O)OC)N1C(=O)OC | 20.6µM* | ? | 9.3%
O=C(Nc1cc(S(=O)(=O)Nc2ccc(Cl)cc2)ccc1O)c1ccc(F)cc1F | ? | 13µM* | -19.7%
O=C(Cn1c(=O)oc2cc(S(=O)(=O)NCc3ccccc3)ccc21)NCc1ccco1 | ? | ? | -5.4%
Cc1ccc(C)c(-c2nnc(NC(=O)CS(=O)(=O)c3ccccc3)o2)c1 | 11.6µM* | ? | -3.2%
O=C(NCC1CCCO1)C1CCN(C2CCN(C(=O)Cc3ccsc3)CC2)CC1 (stereo unspecified) | 15.7% | -16.5% | 3.1%
O=C(NCc1ccco1)/C(=C/c1cccnc1)NC(=O)c1ccco1 | -3.0% | 2.1% | -4.2%
CCOc1ccc(/C=N/N2C(=O)C(CC(=O)Nc3ccc(F)cc3F)SC2=NC)cc1OC (stereo unspecified) | ? | ? | -2.5%
COc1ccc(-c2[nH]ncc2CN2CCCC(C(=O)c3cccc(OC)c3)C2)cc1 (stereo unspecified) | 1.4% | -0.6% | ?
COc1ccc(CN2CCC(Oc3ccc(C(=O)N4CCCC4)cc3)CC2)c(F)c1 | -12.5% | 2.8% | 2.4%
CC(=O)c1csc(COc2cc(Cl)cc(Cl)c2)n1 | -8.9% | 0.1% | 0.3%
CC(C)c1ccc(N2C(=O)C(Cl)=C(N3CCOCC3)C2=O)cc1 | ? | ? | -5.0%
CC(C)Oc1ccccc1/C=N/NC(=O)C1CCCC1 | -11.0% | 20.4% | -1.3%
O=C1c2ccccc2C(=O)N1c1ccc(S(=O)(=O)N2CCCCC2)cc1 | 5.0% | 6.3% | -2.5%
O=C(COC(=O)c1ccc(Cl)s1)c1ccc[nH]1 | -0.9% | 7.7% | 2.0%
COc1ccc(-c2noc(COc3ccc(Br)cc3C)n2)cc1OC | ? | ? | 1.4%
COc1ccc(-c2cc3c(c4c2ccn4C)C2CCC3C2)cc1F (stereo unspecified) | ? | ? | /
Cc1c(/C=N/NC(=O)c2ccc3c(c2)OCO3)cnn1C | -5.0% | 5.0% | -5.5%
C=CCn1c2c(c(=O)[nH]c1=S)CN(C(C)c1ccccc1)CN2 (stereo unspecified) | -4.7% | -4.1% | -12.8%

Shown tab-delimited: entries from further up.
mol	TDP1 cell CPT	TDP1 cell noCPT	GCN5L2 inh
O=C(COC(=O)c1ccc(Cl)s1)c1ccc[nH]1	-0.9%	7.7%	2.0%
CCOCCn1ccc2c(OCC(=O)NCc3ccc(F)cc3)cccc2c1=O	-22.0%	-27.0%	-11.2%
Cc1ccc(-c2nc3ncccc3o2)cc1NC(=O)c1ccccc1	-3.3%	-22.2%	-2.3%
COc1ccc(-c2cc3c(c4c2ccn4C)C2CCC3C2)cc1F (stereo unspecified)	?	?	/

(more compounds)
SMILES | TDP1 cell CPT | TDP1 cell noCPT | GCN5L2 inh
COc1ccc(CN(C)C(=O)c2ccc(OCC(=O)Nc3cccc(C(F)(F)F)c3)c(OC)c2)cc1 | ? | ? | /
CCn1c(SCC(=O)Nc2ccccc2F)nnc1-c1cnccn1 | 8.4% | 12.3% | -0.1%
O=C(Nc1ccc(C(F)(F)F)cc1)c1cc(S(=O)(=O)NC2CCCCCC2)ccc1F | 20.6µM* | ? | -0.5%
CCc1ccc(NCc2cccn2-c2nnc(N3CCCCCC3)s2)cc1 | 20.6µM* | 16.4µM* | -12.6%
Cc1ccc(N2C(=O)CC(NNc3nc4ccccc4s3)C2=O)cc1C (stereo unspecified) | 2.8% | -19.4% | 2.3%
CN(Cc1nc2ccccc2c(=O)[nH]1)C(=O)c1cc(-c2ccc(Br)cc2)nc2ccccc12 | ? | ? | /
CC1(OC(=O)C2CCCC2)C(=O)C=C2C=C(c3ccsc3)OC=C2C1=O (stereo unspecified) | -4.6% | -11.5% | -1.9%
COc1ccccc1CNC(=O)C1CC(c2c(Cl)cccc2Cl)=NO1 (stereo unspecified) | -26.0% | -29.2% | ?
CC(C)c1ccc(NC2CCCN(C(=O)CCN3CCOCC3)C2)cc1 (stereo unspecified) | -14.9% | -2.3% | -4.2%
Cn1c(=S)c2[nH]c(SCCC(C)(C)C)nc2n(C)c1=O | 1.46µM* | 1.03µM* | /
Cc1ccccc1-n1c(SCC(=O)N2CCOCC2)nc(O)c(Cc2ccccc2)c1=O | -3.9% | 4.5% | -13.5%
O=C(O)c1cccc(C(=O)Cc2ccccc2)c1 | -12.3% | -3.7% | -5.0%
COc1ccc(-c2c(-c3ccc(OC)c(F)c3)c3ccccc3n2C)cc1 | -0.7% | -29.1% | -20.0%
COc1cccc(CSc2nc3n(n2)C(c2cccnc2)C(C(=O)Nc2ccccc2C)=C(C)N3)c1 (stereo unspecified) | -15.3% | -26.0% | -6.7%
Cc1cccc(OCCC(=O)Nc2ccc(Cl)cc2F)c1 | 26.2% | 0.3% | -11.1%

Single records, as listed above. Order of values: TDP1 cell CPT	TDP1 cell noCPT	GCN5L2 inh
CC(C)c1ccc(NC2CCCN(C(=O)CCN3CCOCC3)C2)cc1 (stereo unspecified) in the list: -14.9%	-2.3%	-4.2%
CCn1c(SCC(=O)Nc2ccccc2F)nnc1-c1cnccn1 in the list: 8.4%	12.3%	-0.1%

Screens as filed in PubChem.
